High-throughput results deposited in PubChem BioAssay by National Center for Advancing Translational Sciences (NCATS).
KDM5B inh: KDM5B demethylase inhibition. Q9UGL1. hit rate 2.6% among 220,000. KDM5B demethylase, FDH-coupled NADH fluorescence (FDH is formaldehyde dehydrogenase). AID 1347165. Potency, µM (highest dose often 57.7 µM), inactives show top-dose activity change, negative = inhibition, hits mostly inhibitors; active = well fitted inhibition curve with a large enough effect; inconclusive = small, poorly fitted or top-dose-only effect; inactive = no such curve, though single readings can be large or run the other way; also: 0% is about no effect; nearly all actives have a fitted effect of over 70% in size
Target sequence (Q9UGL1 whole entry, looked up): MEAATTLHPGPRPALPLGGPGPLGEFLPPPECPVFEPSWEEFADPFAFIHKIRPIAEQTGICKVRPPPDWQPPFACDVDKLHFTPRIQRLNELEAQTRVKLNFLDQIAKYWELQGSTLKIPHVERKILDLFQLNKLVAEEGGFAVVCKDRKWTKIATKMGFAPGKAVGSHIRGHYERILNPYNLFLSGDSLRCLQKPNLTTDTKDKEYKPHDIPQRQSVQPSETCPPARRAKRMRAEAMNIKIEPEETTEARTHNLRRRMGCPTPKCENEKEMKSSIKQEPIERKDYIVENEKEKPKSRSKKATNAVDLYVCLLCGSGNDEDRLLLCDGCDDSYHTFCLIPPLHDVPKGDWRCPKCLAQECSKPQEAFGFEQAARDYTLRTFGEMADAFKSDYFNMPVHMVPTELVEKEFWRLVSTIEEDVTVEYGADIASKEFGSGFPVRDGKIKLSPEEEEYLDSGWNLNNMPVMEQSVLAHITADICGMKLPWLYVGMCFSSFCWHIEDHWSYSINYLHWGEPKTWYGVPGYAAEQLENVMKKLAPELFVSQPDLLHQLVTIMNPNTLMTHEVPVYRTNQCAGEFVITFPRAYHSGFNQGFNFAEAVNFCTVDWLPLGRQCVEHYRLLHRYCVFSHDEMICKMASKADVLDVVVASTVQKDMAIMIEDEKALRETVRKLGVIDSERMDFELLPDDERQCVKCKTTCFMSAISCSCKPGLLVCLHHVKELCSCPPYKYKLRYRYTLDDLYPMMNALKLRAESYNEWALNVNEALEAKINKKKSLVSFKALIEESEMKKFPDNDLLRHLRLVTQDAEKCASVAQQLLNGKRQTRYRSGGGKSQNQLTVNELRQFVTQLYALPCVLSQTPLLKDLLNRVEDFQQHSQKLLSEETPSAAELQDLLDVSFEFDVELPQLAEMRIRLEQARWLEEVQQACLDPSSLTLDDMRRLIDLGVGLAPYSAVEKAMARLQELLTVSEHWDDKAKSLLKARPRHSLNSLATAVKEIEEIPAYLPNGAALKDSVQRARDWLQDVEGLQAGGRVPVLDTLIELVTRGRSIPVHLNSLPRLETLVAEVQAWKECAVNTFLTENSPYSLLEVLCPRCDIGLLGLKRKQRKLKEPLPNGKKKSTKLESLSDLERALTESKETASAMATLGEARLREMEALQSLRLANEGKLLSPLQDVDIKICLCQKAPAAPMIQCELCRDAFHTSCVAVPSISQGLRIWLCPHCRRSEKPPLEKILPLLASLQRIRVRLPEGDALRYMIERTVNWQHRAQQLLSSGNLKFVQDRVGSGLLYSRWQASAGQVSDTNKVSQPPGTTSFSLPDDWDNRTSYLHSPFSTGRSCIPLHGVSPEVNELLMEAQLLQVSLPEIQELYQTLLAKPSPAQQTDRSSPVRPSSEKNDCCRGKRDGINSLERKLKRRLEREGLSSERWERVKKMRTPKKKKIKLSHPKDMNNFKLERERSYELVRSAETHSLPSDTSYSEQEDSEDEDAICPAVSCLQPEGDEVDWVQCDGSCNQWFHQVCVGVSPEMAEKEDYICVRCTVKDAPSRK
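Coupled FDH/NAD⁺ fluorescence readout. KDM5BΔAP 200 nM final; compound titration, 10 min RT preincubation; substrate mix 12.5 µM H3K4me3, 25 µM 2-OG, 50 µM Fe(II), 100 µM ascorbate, 0.25 mM NAD⁺, 0.25 U/mL FDH; ΔRFU over 30 min.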
* hit, by the source's call; i = inactive; ? = inconclusive; [ ] = remark or other dose. Potency is read from the fitted curve at half-maximal effect.

SMILES	KDM5B inh
CCCC(=O)N1CC(=O)Nc2ccc(Cl)cc2C1c1ccc(F)cc1 (stereo unspecified)	-6.4%
CCc1ccccc1NC(=O)Cn1nc(C)c2ccccc21	11.8%
Cc1nc(SCC(=O)Nc2ccccc2Br)oc1C	?
CCn1cc(-c2cc(-c3ccccc3OC)nc3c(C)noc23)cn1	?
CCOc1ccc(NC(=O)c2ccc(C)cc2)c2cccnc12	6.6%
CCOc1ccc(CNC(=O)CCS(=O)(=O)c2cc3c4c(c2)CCN4C(=O)CC3)cc1OC	-16.5%
COc1cccc(CC(=O)Nc2c(C(=O)N3CCN(c4ccccc4)CC3)oc3ccccc23)c1	?
O=C(CC1SC(c2cc3ccccc3oc2=O)=NC1=O)Nc1ccc2ccccc2c1 (stereo unspecified)	?
CC1=C[C@@H](CN)[C@H](C(C)C)C[C@H]1Cc1nc2ccc(F)cc2[nH]1	5.2%[86.2 µM]
CCCn1nc(C(=O)N(Cc2ccc3c(c2)OCO3)C2CCCC2)c2ccccc2c1=O	7.1%
Cn1nc(-c2nncn2Cc2ccccc2)c2c1CCN(C(=O)c1ccncc1)C2	?
CC(=O)c1ccccc1NC(=O)COC(=O)Cc1cccc(C(F)(F)F)c1	58.3%[activator]
O=C(COC(=O)c1ccccc1OCc1ccccc1)Nc1ccc(Cl)cc1	?
N#C/C(=C\c1cccn1-c1cccc(Br)c1)c1ccccc1	-19.4%
O=C(c1cccc(F)c1)N1CCOC[C@H](Oc2ccccc2)C1	-11.6%[86.2 µM]
Cc1noc(C)c1CS(=O)(=O)c1ccccc1Br	22.3%
Fc1ccc2c(c1)Sc1ccc(Cl)cc1CC2N1CCN(CCC2OCCO2)CC1 (stereo unspecified)	?
Cc1nc2nc(C)c(CCC(=O)NCc3ccccc3)c(C)n2n1	5.7%
O=C(C1CC(=O)N(c2n[nH]c3cccc(F)c23)C1)N1CCCC1 (stereo unspecified)	-22.6%
COc1ccc(CNC(=O)CCc2ccc(S(=O)(=O)N3CCCCCC3)cc2)cc1	32.4%
O=C(Cn1nc(Cc2cccnc2)c2ccccc2c1=O)N1CCN(c2ccccc2F)CC1	-16.2%
CC(OC(=O)C12CC3CC(CC(C3)C1)C2)C(=O)Nc1ccc(Oc2ccccc2)cc1 (stereo unspecified)	-17.1%
CC(NC(=O)CC1C=CCC1)c1cccs1 (stereo unspecified)	5.5%
O=C1[C@H]2CN(Cc3ccc(Cl)c(F)c3)C[C@H]2C(=O)N1CCc1ccccc1	-8.6%
Cc1noc(C)c1C(=O)N1CCCn2ccnc2C1c1cnn(C)c1 (stereo unspecified)	-1.7%
O=c1[nH]c(C(Cl)(Cl)Cl)nc2ccc3ccccc3c12	26.2%
CC(=O)c1cccc(NC(=S)N2CCCC2)c1	-7.9%
NCC(=O)N1CCC2(CC1)CN(C(=O)c1ccc(Cl)cc1)CCO2	4.3%[115 µM]
Cc1nc(SCC(=O)Nc2sc3c(c2C#N)CCCCC3)c2ccccc2n1	10.2%
O=C(CSc1nnc(-c2cccnc2)n1C1CC1)c1cc2ccccc2o1	-8.4%
CN(C)C(=O)CCC(=O)N1CCN(Cc2ccccc2)CC(O)C1 (stereo unspecified)	30.5%[activator]
COc1ccc(OC)c(Nc2ncnc3c2cnn3-c2ccc(C)cc2)c1	?
COc1cccc(OC)c1C(=O)Nc1ccc2c(c1)N(C(C)=O)CCC2	-19.1%
Cc1cccc(-c2nc3cc(NC(=O)Cc4ccc(Cl)cc4)ccc3o2)c1	?
CC1(C(=O)NCc2ccncc2)CCCc2cnc(NCc3ccccc3)nc21 (stereo unspecified)	35.5µM*
Cc1ccc(C(=O)N2CCN(Cc3ncc(C(C)(C)C)o3)CC2)cc1	2.0%
CC(Sc1ccccc1)C(=O)Nc1cccc(-n2cnnn2)c1 (stereo unspecified)	3.2%
O=C(Cc1ccc(F)cc1)N1CCOCC2(CN(Cc3ccccc3)C2)C1	-8.1%[86.2 µM]
Cc1ccc2c(n1)sc1c(=O)n(-c3cccc(C(F)(F)F)c3)nnc12	?
OC1CC([C@H](NC2CSCCSC2)c2ccc3c(c2)CCO3)C1 (stereo partly specified)	-4.6%
N#Cc1nc(COc2ccccc2)oc1NCc1cccnc1	9.2%
CCc1ccc(S(=O)(=O)c2nnn3c2nc(N2CCN(c4ccccc4)CC2)c2cc(Cl)ccc23)cc1	5.0%
O=C(Nc1cc(-c2ccccc2)nn1C1CCS(=O)(=O)C1)c1ccco1 (stereo unspecified)	-8.3%
CC(=O)N1CCN(Cc2nc(-c3cccs3)oc2C)CC1	-20.4%
COc1ccc(CCNC(=O)CSc2nc(O)cc(=O)[nH]2)cc1OC	21.6%
COc1ccc(C(=O)N2CCC(N3C(=O)[C@H](OC)[C@@H]3c3ccncc3)CC2)c(OC)n1	8.9%
COc1ccc(CCNC(=O)C2CCN(c3nc4ccc(Cl)cc4[nH]3)CC2)cc1OC	4.6%
O=C(CN1C(=O)NC2(CCCC2)C1=O)Nc1cccc2cccnc12	-2.9%
Clc1ccc(/C=C/c2ncc[nH]2)c(Cl)c1	?
CCCOc1ccc(-c2nc3ccc(-c4ccc(OC)c(OC)c4OC)cc3o2)cc1	?

Random excerpt: 4 records from the list.
SMILES	KDM5B inh
Cc1cccc(-c2nc3cc(NC(=O)Cc4ccc(Cl)cc4)ccc3o2)c1	?
COc1ccc(CCNC(=O)CSc2nc(O)cc(=O)[nH]2)cc1OC	21.6%
O=C(CSc1nnc(-c2cccnc2)n1C1CC1)c1cc2ccccc2o1	-8.4%
CC(NC(=O)CC1C=CCC1)c1cccs1 (stereo unspecified)	5.5%

(list continues)
SMILES	KDM5B inh
Cc1ccc(NC(=O)c2cc3c(-c4ccccc4)nn(-c4ccccc4)c3s2)cc1	-12.7%
CCOC(=O)C1(Cc2ccccc2)CCNCC1	3.6%
CCC(Oc1ccccc1)C(=O)Nc1cc(-c2ccccc2F)nn1-c1ccccc1 (stereo unspecified)	-9.2%
CCOC(=O)C1=C(CN2CCCCC2)NC(=O)NC1c1ccc(C)cc1 (stereo unspecified)	-28.2%
O=S(=O)(Nc1ccc2oc3c(c2c1)CCCC3)c1cc(Cl)ccc1Cl	-13.2%
CN(CCCNC(=O)c1nc2ccccc2c(=O)[nH]1)C(=O)c1ccccc1	-13.4%
Cc1c(Cl)cccc1NC(=O)CN1C(=O)CCn2nc(-c3cccn3C)cc21	?
Cc1cc(=O)oc2cc(OCC(=O)NC3CCCc4c3[nH]c3ccccc43)ccc12 (stereo unspecified)	15.8µM*
N#Cc1c(-c2ccccc2)cc(-c2cccs2)nc1S(=O)Cc1ccc(Cl)cc1 (stereo unspecified)	?
COc1ccc(-c2cc(N3CCCC(NC(=O)c4cccc(N(C)C)c4)C3)n[nH]2)cc1 (stereo unspecified)	28.2µM*
CCCN1CCN(C(=O)C2CCc3ncc(-c4ccsc4)n3C2)CC1 (stereo unspecified)	?
CCCc1cnc(C)nc1NCC1CNCCOC1 (stereo unspecified)	?
COc1ccc(C)cc1NC(=O)CN1C(=O)NC(c2ccccc2Cl)C2=C1COC2=O (stereo unspecified)	10.7%
COc1cc(OC)c(-c2c(-c3ccccc3)ncn2CCF)cc1OC	25.1µM*
CCCC(=O)c1ccc(Oc2ccccc2)cc1	18.7%
CCN(C(=O)c1ccc(F)cc1)C1CC1	27.5%
CC(C#N)Sc1nnc(Nc2ccccc2F)s1 (stereo unspecified)	16.0%
CCN1CC(NC(=O)c2cccc(S(=O)(=O)N(C)CCO)c2)CC1=O (stereo unspecified)	0.9%
Cc1cccc(NC(=O)C2=C(c3ccccc3)S(=O)(=O)CCO2)n1	-7.5%
CSc1cccc(NC(=O)COc2coc(CN3CCSCC3)cc2=O)c1	18.5%

In the list so far, these have bromine.
SMILES	KDM5B inh
Cc1nc(SCC(=O)Nc2ccccc2Br)oc1C	?
N#C/C(=C\c1cccn1-c1cccc(Br)c1)c1ccccc1	-19.4%
Cc1noc(C)c1CS(=O)(=O)c1ccccc1Br	22.3%

Going on with the list.
SMILES	KDM5B inh
CCOc1ccccc1N(CC(=O)Nc1ccccc1C(=O)N1CCOCC1)S(C)(=O)=O	8.5%
N#C/C(=C\c1cccc(F)c1)c1nc(-c2cc3ccccc3oc2=O)cs1	?
C=C(C)Cn1c(SCC(=O)Nc2ccccc2)nc2c1c(=O)n(C)c(=O)n2C	17.3%
CNC(=O)c1noc([C@@H]2CC(F)(F)CN2C(=O)C2CCC2)n1	-10.5%
Cc1ccc(C)c2sc(NC(=O)c3ccc(S(=O)(=O)N4CCC(C)CC4)cc3)nc12	i
O=C(OCc1ccc(Cl)cc1)c1cnc2ccccc2n1	96.7%[activator]
CCOC(=O)c1noc2ncn(CC(=O)Nc3ccccc3OC)c(=O)c12	?
COc1ccccc1CCNC(=O)C1CC(c2ccc(F)c(C)c2)CN(C(=O)C2CC2)C1 (stereo unspecified)	-28.6%
Cc1nn(CC(=O)O)c(=O)c2cc3cc(F)ccc3n12	?
Cc1ccc(N(CC(=O)Nc2cccc(F)c2)S(=O)(=O)c2cccs2)cc1	-16.3%
COc1ccc(C(=O)N2CCCCCCNC(=O)[C@@H]3CCC[C@@H]32)c(OC)n1	-13.4%
S=C(Nc1ccccc1)Nc1ccc2cn[nH]c2c1	-10.0%
CSCC(=O)N[C@H]1CCN2C(=O)c3cc(-c4cccc(C)c4C)ccc3NC(=O)[C@H]12	-11.0%[86.2 µM]
NS(=O)(=O)N1CCCC(c2nc3ccccc3o2)C1 (stereo unspecified)	0.6%
CN1C[C@@H](NC(=O)Nc2ccccc2)C[C@H]1c1nc(Cc2ccccc2)no1	-4.5%[86.2 µM]
O=C(CSc1nnnn1Cc1ccccc1)Nc1ccc(CN2CCOCC2)cc1	9.0%
Nc1ccc2nc3c(=O)n(CCc4ccccc4)c(=O)[nH]c3nc2c1	-6.3%
CCN(CC)[C@H]1[C@@H]2OC[C@@H](O2)[C@@H](NCc2ccccc2OC)[C@@H]1O	-14.7%[86.2 µM]
Cc1ccccc1-c1nn2c(=O)cc(CN3CCN(C(=O)/C=C/c4ccccc4)CC3)nc2s1	-31.0%
COc1cc(-c2cc(OC)c3c(C)oc(C)c3c(=O)c2)ccc1OC(=O)c1cccc(Cl)c1	?
COc1ccc(CC(=O)N2Cc3ccccc3CC3(CCN(C)CC3)C2)cc1	30.5%[activator][115 µM]
CCOc1ccc(/C=N/NC(=O)c2[nH]c3ccc(C)cc3c2C)cc1	?
COc1ccc(OC(=O)c2cc(Cl)c(OC)c(Cl)c2)cc1	21.8%
Cc1ccsc1C(=O)Nc1ccc2c(c1)CCC2	2.0%
COCCNC(=O)[C@H]1C[C@H](Oc2ccccc2)CN1S(=O)(=O)c1cn(C)cn1	9.6%
O=C(NCCc1c[nH]c2ccccc12)c1ccc(F)cc1	12.2%
C=CCN(C)c1nc(C)nc2c1CCN(C(=O)N1CCOCC1)CC2	18.3%
COc1ccc(C(=O)N2CC(N(C3CCOCC3)S(C)(=O)=O)C2)cn1	-14.1%
CCc1ccc(-n2c(SCC(=O)Nc3ccc(C(=O)O)cc3)nnc2-c2ccncc2)cc1	-5.4%
CC(C)C[C@H](NC(=O)NCc1ccc(F)cc1)C(=O)O	26.7%
O=C(Nc1cc(Cl)cc(Cl)c1)c1coc(=O)c(Br)c1	?
CCC(C)[C@H](NC(=O)[C@@H]1Cc2ccccc2CN1)C(=O)NCc1ccc(C)cc1 (stereo partly specified)	16.2%
Cc1nc(C(C)C)sc1C(=O)N[C@H]1C[C@H]2CN(C)CCN2C1	21.6%
O=C(c1cncs1)N1CCn2nc(C(O)Cc3ccccc3)cc2C1 (stereo unspecified)	21.7%
N#CC1=C(N)N(c2cccc(C(F)(F)F)c2)C2=C(C(=O)CCC2)C12C(=O)Nc1ccc(F)cc12 (stereo unspecified)	4.8%
COc1ccc(OC)c(NC(=O)[C@H]2C[C@@H]3CCCN3[C@]23C(=O)Nc2c(C)cc(Cl)cc23)c1	10.5%
COCCC1(C(=O)O)CCCN(CCS(C)(=O)=O)C1 (stereo unspecified)	-9.0%
NC(=S)N/N=C/c1coc2ccc(F)cc2c1=O	7.5%
O=C(NC1CCN(c2cc(-c3ccc(F)cc3)[nH]n2)C1)c1ccccc1F (stereo unspecified)	-19.0%
Cc1cc(C(=O)CSc2nnc(Nc3ccccc3F)s2)c(C)n1C	-23.0%
Cc1cc(C)n(CC(=O)N2CCc3nn(C)c(=O)n3CC2)n1	-35.6%
CCC(C)[C@H](NC(=O)Nc1cc(-c2n[nH]c(=O)c3ccccc23)ccc1C)C(=O)OC (stereo partly specified)	5.0%
O=C(CSc1ncnc2sc3c(c12)CCC3)N1CCCc2ccccc21	7.3%
O=C1c2cc(F)ccc2-n2c1nc1ccccc1c2=O	-23.6%
Clc1cccc(-c2noc(-c3ccc(NCC4COCCO4)nc3)n2)c1 (stereo unspecified)	?
C=CCN1C(C(=O)OC)CN(Cc2cn(Cc3ccc(C)cc3)nn2)CCS1(=O)=O (stereo unspecified)	14.3%
CCCc1noc(-c2cccn3c(CNC(=O)CCc4ccccc4)nnc23)n1	17.8µM*
NC(N)=N/N=C/C#Cc1ccccc1	-20.4%
COC(=O)c1cc(-c2ccc(F)cc2)nc2onc(C)c12	?
CCOc1ccc(CCNC(=O)CCCc2nnc3n(CC)c(=O)c4sccc4n23)cc1OCC	-28.6%

An excerpt of these results, as a markdown table:
| Structure | KDM5B inh |
| --- | --- |
| CCC(C)[C@H](NC(=O)Nc1cc(-c2n[nH]c(=O)c3ccccc23)ccc1C)C(=O)OC (stereo partly specified) | 5.0% |
| O=C(CSc1ncnc2sc3c(c12)CCC3)N1CCCc2ccccc21 | 7.3% |

These rows are one share of the data (hit frequency here may not be typical).
